# NTR1 ag: NTR1-driven beta-arrestin-GFP spot formation – imaging, U2OS cells, high content, primary screen (AID 493036); P30989; agonist mode; activation, % at 20 µM; 330,000 compounds, 0.17% hits;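 active = activation at or above 40% of the spot to cytoplasm intensity ratio, with at least 20 cells analyzed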;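 note: 0% = DMSO without peptide and 100% = 100 nM NTR1 peptide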
# Target sequence (P30989 whole entry, looked up): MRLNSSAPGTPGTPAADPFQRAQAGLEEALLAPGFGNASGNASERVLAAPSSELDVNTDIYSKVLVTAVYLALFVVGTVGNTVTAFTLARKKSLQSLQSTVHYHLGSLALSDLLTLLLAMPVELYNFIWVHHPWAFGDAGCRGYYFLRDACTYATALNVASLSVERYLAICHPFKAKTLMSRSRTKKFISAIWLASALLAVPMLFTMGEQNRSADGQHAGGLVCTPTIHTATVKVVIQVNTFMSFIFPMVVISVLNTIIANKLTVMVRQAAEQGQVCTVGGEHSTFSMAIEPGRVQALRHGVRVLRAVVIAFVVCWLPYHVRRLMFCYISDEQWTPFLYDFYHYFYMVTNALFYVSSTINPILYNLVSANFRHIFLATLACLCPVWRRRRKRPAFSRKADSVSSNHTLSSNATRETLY
# GPR35 antagonists: inhibition of zaprinast-stimulated GPR35 beta-arrestin translocation – imaging, U2OS, beta-arrestin-GFP, zaprinast agonist, primary screen (AID 2058). inhibition, % at 10 µM, or IC50 in µM where a hit was titrated. 290,000 compounds, 0.052% hits. U2OS GPR35 beta-arrestin-GFP translocation imaging, zaprinast antagonism; higher % means a stronger effect;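 active = inhibition of at least 50% with at least 30 cells and total cytoplasm GFP at most 10,000,000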
# Dengue-2 NS5 capping: Dengue-2 NS5 methyltransferase inhibitors, primary screen, biochemical, confirmation dose response (AID 588689). Dengue-2 NS5 methyltransferase capping enzyme assay, biochemical; higher % means a stronger effect. inhibition, % at 25 µM; hits with a dose series show IC50 in µM. 340,000 compounds, 0.3% hits; in the data active = a potency from the dose series
# RSV antiviral HEp-2: RSV antiviral activity via CPE protection, HEp-2 cells, primary 10 µM value included (AID 2391); HEp-2 cells, RSV-induced CPE inhibition; higher % means a stronger effect; CPE inhibition, % at 10 µM, or IC50 in µM where a hit was titrated; 310,000 compounds, 0.13% hits; in the data active = a potency from the dose series; note: strong numbers were not always called active
# WT yeast gro inh: growth inhibition of WT yeast, mitochondrial fusion screen | inhibition, % at 10 µM | 190,000 compounds, 2.1% hits | mitochondrial fusion phenotypic screen, WT strain | AID 1362; in the data active = inhibition above about 58%; tested in S. cerevisiae
# K1F lysis inhibition: protection from phage-mediated lysis, alamar blue read-out – E. coli UTI89, K1F phage, bacterial capsule biogenesis inhibitors (AID 488966); 340,000 compounds, 0.02% hits; E. coli UTI89 K1F phage lysis, alamar blue, 2 h; higher % means a stronger effect; one-dose inhibition, % at 100 µM; IC50 in µM for titrated hits;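 active = phage lysis inhibition, versus mean bacterial control, above a set limit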;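 note: capsule biogenesis inhibitors block K1F phage lysis so surviving cells raise fluorescence; higher fluorescence means more inhibition of phage lysis; actives were called in the ten point dose series up to 300 µM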
# Autophagy mod: autophagy modulation, high-content screen | MEF GFP-LC3 puncta imaging; test concentration mostly 10 µM | calls only at 10 µM (by protocol) | 190,000 compounds, 0.98% hits;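 active = percentage of spot-positive cells more than 3 SD above its plate mean, without a fluorescence outlier flag or 80% toxicity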;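 note: spot-positive cell cutoff set from DMSO-treated cells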
# LYP phosphatase: inhibitors of LYP phosphatase, biochemical, fluorescence intensity, uHTS (AID 1779); recombinant LYP phosphatase, fluorescence intensity; higher % means a stronger effect; one-dose inhibition, % at 11.5 µM; IC50 in µM for titrated hits; 290,000 compounds, 0.054% hits; in the data active = inhibition above about 50%;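 note: plate controls were vehicle with enzyme for no effect and no enzyme for full effect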
# AID2073: disruptors of CaV2.2 binding to Mint1 – biochemical, HTRF (AID 2073) | HTRF protein-protein interaction, Mint1-CaV2.2; higher % means a stronger effect | inhibition, % at 20 µM; hits with a dose series show IC50 in µM | 290,000 compounds, 0.19% hits; in the data active = inhibition mostly above about 51%, no sharp cut-off; note: some results filed as inactive read as strong as hits
# WT yeast gro inh mutant strain: second read-out of WT yeast gro inh, no call of its own (marks repeat the call); inhibition, %; mitochondrial fusion phenotypic screen, mutant strain inhibition
# Autophagy mod cell loss 18 h: also measured in Autophagy mod; calls as there; toxicity, %; measured here: cell loss, nuclei count;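 cell loss after 18 h compound exposure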
# NTR1 ag cell count 20 µM: recorded beside NTR1 ag, whose call it bears; cell count; measured here: cell count, cytotoxicity flag
# Dengue-2 NS5 capping pilot replicate: further read-out of Dengue-2 NS5 capping, marked with its call; inhibition, %; measured here: pilot screen replicate inhibition
# The depositor's hits bear a star; i = inactive; x = no result given; + = active, no number; [ ] = dose if it differs, or a comment.
SMILES,NTR1 ag,NTR1 ag cell count 20 µM,GPR35 antagonists,Dengue-2 NS5 capping,RSV antiviral HEp-2,WT yeast gro inh,WT yeast gro inh mutant strain,K1F lysis inhibition,Autophagy mod,Autophagy mod cell loss 18 h,LYP phosphatase,AID2073,others
c1cnc2nc(-c3ccc4c(c3)OCO4)cn2c1,0.7,38,-11%,1%,-0.3%,24,22,0.0%,i,24,-4%,42%,
CN(CC(=O)Nc1ccccc1Br)C(=O)C(Cc1ccccc1)NC(=O)c1ccccc1 (stereo not given),0.8,57,-2%,1%,0.8%,x,x,-0.3%,x,x,-1%,10%,
COc1ccc(C(=O)Nc2ccc(NC(=O)c3ccccc3)cc2)cc1S(=O)(=O)N1CCOCC1,1.0,60,16%,-14%,0.1%,x,x,0.1%,x,x,-4%,34%,
O=C(CN1C(=O)NC(c2ccccc2)(c2ccccc2)C1=O)N1CCN(c2ccc(F)cc2)CC1,2.7,86,x,-3%,0.8%,x,x,-0.1%[50 µM],x,x,x,x,
Cc1ccc(C(=O)CC2(O)C(=O)N(Cc3ccc4c(c3)OCO4)c3ccccc32)cc1 (stereo not given),4.0,43,-5%,1%,5.6%,11,-20,0.1%,i,2,0%,2%,
Cc1ccc(S(=O)(=O)N(C)CC(=O)NCCCc2ccccc2)cc1,2.3,46,1%,-7%,1.5%,x,x,-2.1%,x,x,-8%,2%,
Cc1cccc(Nc2ccccc2C(=O)O)c1C,-0.8,75,-10%,10%,1.9%,-29,-28,-2.9%,i,5,3%,6%,
CC(=O)Nc1ccc2c(c1)OCCO2,0.4,72,0%,-6%,0.2%,5,-1,1.6%[50 µM],i,-1,-8%,-2%,
COc1ccc(OCCOCCN2CCc3ccccc3C2)cc1,6.8,51,-13%,3%,-2.0%,-8,6,-0.1%,i,-3,-9%,-1%,Dengue-2 NS5 capping pilot replicate=2.4
CCn1nc(NS(=O)(=O)c2ccc(C)cc2)c2cc3ccccc3nc21,-1.5,37,6%,1%,0.7%,x,x,-0.1%,x,x,-2%,2%,
COc1ccc(/C=C2\SC(=S)N(CC(=O)OCC(=O)Nc3ccc([N+](=O)[O-])cc3OC)C2=O)cc1,x,x,-8%,1%,x,3,2,0.4%,i,-21,1%,29%,
CCOC(=O)C1CCN(c2cc(C)nc3ccc(OC)cc23)CC1,-0.1,50,1%,1%,3.8%,-37,2,0.0%,i,6,-2%,3%,
Nc1ncc(Br)cc1S(=O)(=O)NCCC(=O)N1CCN(c2ncccn2)CC1,-0.3,102,7%,-4%,0.8%,8,-7,0.8%,i,13,-3%,-2%,
CSc1ccc(-c2c(C#N)c(N)nc3c2c(C)nn3-c2ccccc2)cc1,8.8,99,-4%,5%,4.6%,7,-3,0.0%,i,-5,0%,-8%,
Cn1cnnc1SCC(=O)c1ccc2c(c1)OCCO2,0.0,64,2%,-5%,1.9%,1,4,1.0%,i,0,-3%,0%,
N/C(=N\OCc1ccc([N+](=O)[O-])cc1)c1ccccn1,-0.7,33,19%,x,2.5%,39,25,x,i,-4,-2%,-11%,
CCN(CC)S(=O)(=O)c1ccc(-c2nnc(SCC(=O)N3CCc4ccccc43)o2)cc1,7.5,42,8%,-3%,-0.5%,x,x,0.9%,x,x,-9%,12%,
Cc1cccc(NC(=O)C(C)Oc2ccccc2C)n1 (stereo not given),1.2,35,4%,-1%,0.2%,25,21,-0.4%,i,-7,-1%,5%,
CN1C[C@@H]2C(c3ccc(Cl)nc3)C3(c4ccccc4)CC2(C3)[C@H]1c1ccccc1 (stereo not given in full),-2.1,87,-12%,-5%,-2.4%,x,x,0.9%,x,x,-3%,11%,
COc1ccc(N2CCN(Cc3nc4c(c(=O)n(C)c(=O)n4C)n3CC(C)=O)CC2)cc1,-0.7,54,1%,-2%,-0.3%,47,-54,8.9%,i,0,-5%,13%,
Cc1ccc(CSCc2ccc(C(=O)NC3CCCC3)o2)cc1,0.5,65,-15%,-13%,4.2%,23,23,0.1%,i,-29,-9%,2%,
CCc1ccc(NC(=O)C(C)OC(=O)C2CCC(=O)N2)cc1 (stereo not given),-1.2,84,15%,x,2.7%,1,1,0.0%,i,-6,-5%,-8%,
CCCCCOc1ccc(Br)cc1/C(C)=N/NC1=NCCN1,10,54,18%,-12%,-2.1%,70,77,-3.6%,+,72*,-12%,-3%,
O=C(CN1C(=O)NC2(CCCc3ccccc32)C1=O)c1ccc(Br)cc1 (stereo not given),1.8,37,x,-13%,1.7%,x,x,0.0%[50 µM],x,x,x,x,
O=C(COC(=O)c1ccc(O)cc1)Nc1ccc2[nH]c(=O)[nH]c2c1,-1.3,60,x,1%,-0.9%,x,x,0.5%[50 µM],x,x,x,x,

# Following part:
SMILES,NTR1 ag,NTR1 ag cell count 20 µM,GPR35 antagonists,Dengue-2 NS5 capping,RSV antiviral HEp-2,WT yeast gro inh,WT yeast gro inh mutant strain,K1F lysis inhibition,Autophagy mod,Autophagy mod cell loss 18 h,LYP phosphatase,AID2073,others
CC1CC(C)CN(C(=O)C(C)N2CCN(S(=O)(=O)c3cccs3)CC2)C1 (stereo not given),-0.2,54,x,0%,-0.1%,x,x,0.3%[50 µM],x,x,x,x,
CC1CCN(c2cc(C#N)c(C#N)cc2[N+](=O)[O-])CC1,3.6,84,8%,-9%,0.5%,-5,60,0.0%,i,-5,2%,4%,Dengue-2 NS5 capping pilot replicate=-2.4
COCCNC(=O)c1cccc(OC2CCN(Cc3ccccc3OC(F)F)CC2)c1,-0.3,47,8%,-2%,-0.7%,x,x,-0.9%,x,x,-5%,-4%,
CN(C(=O)COC(=O)c1nn(C)c(=O)c2ccccc12)c1c(N)n(Cc2ccccc2)c(=O)[nH]c1=O,-0.8,58,x,-3%,0.0%,x,x,1.9%[50 µM],x,x,x,x,
CCN(CC)C(=O)c1ccc2c(c1)N(Cc1ccccc1)C(=O)CS2=O (stereo not given),-1.4,74,3%,-4%,0.9%,-5,-5,5.8%,i,8,0%,-8%,
COc1ccc(NS(=O)(=O)c2cc(NC(=O)c3cccc(OCc4c(C)noc4C)c3)ccc2OC)cc1,2.3,46,3%,-5%,5.6%,-15,12,0.3%,i,1,-1%,35%,
CCOC(=O)c1c(NC(=S)NC(=O)c2ccc(Cn3cc(Cl)cn3)o2)sc2c1CCCCC2,3.0,64,11%,2%,3.6%,-12,10,1.7%,i,-11,1%,-7%,
COCCNC(=O)/C(C#N)=C/c1ccc(-c2ccc(OC)cc2[N+](=O)[O-])o1,1.3,39,4%,5%,1.3%,-4,-19,1.0%,i,10,-7%,-8%,
CC(C)CC(=O)Nc1ccccc1N1CCN(c2ccc(F)cc2)CC1,1.0,36,0%,-2%,1.6%,21,1,0.1%,i,10,0%,2%,
COc1cc(CN2CCCC(CCC(=O)NCc3ccc(C)o3)C2)cc2c1OCO2 (stereo not given),-1.8,70,3%,-14%,-0.2%,7,6,1.0%,i,-42,-5%,-7%,
Cc1cc(C)c2oc(C(=O)Nc3ccc(S(=O)(=O)Nc4nccc(C)n4)cc3)cc(=O)c2c1,2.6,46,-7%,1%,2.0%,x,x,0.3%,x,x,-6%,10%,
C=CCn1c(=NC(=O)c2ccc(S(=O)(=O)N3CCCC3)cc2)sc2cc(NC(C)=O)ccc21,-0.5,62,-3%,2%,1.4%,-15,-66,0.0%,i,-3,-12%,-4%,
O=C(O)CCc1cccnc1,0.4,109,6%,-6%,0.6%,x,x,0.3%,x,x,-5%,10%,
O=C(OCCN1CCCC1)C1(c2ccccc2)CCCC1,x,x,1%,1%,x,-5,-1,-0.1%,i,-7,-1%,1%,
COc1ccc(/C=C/C(=O)c2ccc(C)c([N+](=O)[O-])c2)cc1O,43*,33*,6%,0%,39%,8,-2,1.5%,i,1,1%,0%,
O=C(CN1CCC(C(=O)c2ccc3c(c2)OCCO3)CC1)NCc1ccc(F)cc1,0.2,39,6%,0%,-0.1%,x,x,-1.1%,x,x,-13%,9%,
CCCCOc1ccccc1NC(=O)c1ccco1,4.1,33,1%,-10%,0.9%,24,44,0.1%,i,4,-6%,5%,
CCOc1ccc2c(=O)c(-c3ccc4c(c3)OCCCO4)c(C)oc2c1,1.4,50,-5%,0%,1.5%,-1,-1,1.2%,i,-4,0%,8%,
Cn1ncc(Cl)c1C(=O)N1CCC(Cc2ccccc2)CC1,-0.5,70,5%,-4%,1.1%,x,x,0.1%,x,x,-10%,3%,
COCCCN(CC(=O)O)S(=O)(=O)c1cccc(Cl)c1,0.3,43,-2%,-5%,0.3%,-9,9,0.0%,i,-8,-6%,7%,
CCCC(=O)NCCc1cc2ccc(OC)cc2[nH]c1=O,1.6,66,-2%,-3%,1.1%,7,8,0.5%[50 µM],i,-2,-5%,-3%,
COc1ccc(-c2csc3ncnc(N4CCN(c5cccc(C)c5C)CC4)c23)cc1,6.2,54,-1%,-1%,8.1%,x,x,1.1%[50 µM],x,x,-7%,42%,
Cn1c(CSc2nc3ccccc3s2)nnc1SCC(=O)NCCN1CCOCC1,-1.1,46,5%,-7%,0.9%,-1,3,-0.1%,x,x,-1%,8%,
Cn1c(=O)oc2cc(S(=O)(=O)NCCCN3CCCC3=O)ccc21,-1.8,56,13%,-3%,0.7%,-7,-8,i,i,8,-1%,-1%,

# In the list so far, these have two or more sulfur atoms.
SMILES,NTR1 ag,NTR1 ag cell count 20 µM,GPR35 antagonists,Dengue-2 NS5 capping,RSV antiviral HEp-2,WT yeast gro inh,WT yeast gro inh mutant strain,K1F lysis inhibition,Autophagy mod,Autophagy mod cell loss 18 h,LYP phosphatase,AID2073,others
COc1ccc(/C=C2\SC(=S)N(CC(=O)OCC(=O)Nc3ccc([N+](=O)[O-])cc3OC)C2=O)cc1,x,x,-8%,1%,x,3,2,0.4%,i,-21,1%,29%,
CCN(CC)S(=O)(=O)c1ccc(-c2nnc(SCC(=O)N3CCc4ccccc43)o2)cc1,7.5,42,8%,-3%,-0.5%,x,x,0.9%,x,x,-9%,12%,
CC1CC(C)CN(C(=O)C(C)N2CCN(S(=O)(=O)c3cccs3)CC2)C1 (stereo not given),-0.2,54,x,0%,-0.1%,x,x,0.3%[50 µM],x,x,x,x,
CCOC(=O)c1c(NC(=S)NC(=O)c2ccc(Cn3cc(Cl)cn3)o2)sc2c1CCCCC2,3.0,64,11%,2%,3.6%,-12,10,1.7%,i,-11,1%,-7%,
C=CCn1c(=NC(=O)c2ccc(S(=O)(=O)N3CCCC3)cc2)sc2cc(NC(C)=O)ccc21,-0.5,62,-3%,2%,1.4%,-15,-66,0.0%,i,-3,-12%,-4%,
Cn1c(CSc2nc3ccccc3s2)nnc1SCC(=O)NCCN1CCOCC1,-1.1,46,5%,-7%,0.9%,-1,3,-0.1%,x,x,-1%,8%,
